D2 antag = HTS Assay for Allosteric Antagonists of the Human D2 Dopamine Receptor: Primary Screen for Antagonists | HEK293 TREx D2 cells, calcium flux, dopamine EC80 | inhibition, % at 10 µM | D(2) dopamine receptor (Homo sapiens), P14416 | actives 2% (n = 340,000); in the data active = inhibition above about 30%; note: 0% is about no effect
Target sequence (P14416 whole entry, looked up): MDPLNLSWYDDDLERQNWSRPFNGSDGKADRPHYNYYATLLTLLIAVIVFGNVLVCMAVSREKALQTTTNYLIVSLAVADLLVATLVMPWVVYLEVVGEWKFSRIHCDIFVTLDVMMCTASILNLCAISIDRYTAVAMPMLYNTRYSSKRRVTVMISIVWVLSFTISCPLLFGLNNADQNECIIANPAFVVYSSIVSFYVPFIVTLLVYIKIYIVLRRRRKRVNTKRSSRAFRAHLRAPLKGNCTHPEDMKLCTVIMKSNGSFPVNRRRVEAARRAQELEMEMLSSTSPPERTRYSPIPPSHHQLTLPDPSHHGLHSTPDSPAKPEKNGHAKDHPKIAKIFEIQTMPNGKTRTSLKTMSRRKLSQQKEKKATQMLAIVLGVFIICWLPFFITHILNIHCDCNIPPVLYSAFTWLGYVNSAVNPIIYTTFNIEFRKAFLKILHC
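Inhibition of EC80 dopamine-driven calcium flux, recorded kinetically, defines activity here; cells are a tetracycline-induced HEK293 T-REx line expressing force-coupled D2.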
D2 ag = HTS Assay for Allosteric Agonists of the Human D2 Dopamine Receptor: Primary Screen for Agonists; D(2) dopamine receptor (Homo sapiens), P14416; HEK293 T-REx D2 cells, calcium flux agonist mode; activation, % at 2 µM; actives 0.53% (n = 340,000); AID 485358, 2010;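 active = activation over 3 SD above normal in the single-dose calcium agonist read, cut at about 30% in these data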; note: 0% is about no effect
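Agonism scored from kinetic calcium signal (1 read/sec, 180 s) following compound pin transfer, after a 10 s baseline. Cells: HEK293 Trex line expressing inducible D2 receptor coupled to calcium, dye-loaded after overnight culture at 30 C.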
rTrxR1 inhibitor = qHTS Assay for Inhibitors of Mammalian Selenoprotein Thioredoxin Reductase 1 (TrxR1): qHTS | Thioredoxin reductase 1, cytoplasmic (Rattus norvegicus), O89049 | recombinant rTrxR1, NADPH fluorescence consumption, selenite substrate | Potency, µM (highest dose often 114 µM), without a hit: at the highest dose activity change, negative = inhibition, usual class: inhibitors | actives 1% (n = 390,000) | AID 588453, 2011; note: potency is the fitted concentration of half-maximal effect; % is set by controls: 0 for no effect and ±100 for the full control effect; nearly all actives have a fitted effect of over 65% in size
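Rat TrxR1 (90 nM in the dispensed reagent) was pre-reduced with 400 uM NADPH for 5 min at room temperature, then incubated with compound for 15 min. After 400 uM selenite was added, NADPH fluorescence (Ex 340/Em 450 nm) was followed for 8 min.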
USP1 inh = Inhibitors of USP1/UAF1: Primary Screen. actives 0.23% (n = 390,000). Potency, µM (top dose mostly 57.1 µM), for inactives: at the top dose activity change, negative = inhibition, actives largely listed as inhibitors. Ubiquitin carboxyl-terminal hydrolase 1 (Homo sapiens), O94782. recombinant USP1/UAF1, Ub-Rhodamine cleavage fluorescence; note: potency is the fitted concentration of half-maximal effect; % is set by controls: 0 for no effect and ±100 for the full control effect; nearly all actives have a fitted effect of over 60% in size; inactives centre near -12
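Step one: compound is pinned into 1nM USP1/UAF1 in HEPES pH 7.8 buffer with TCEP. Step two: 15 min room-temperature incubation. Step three: Ub-Rho (150nM final) starts cleavage, tracked by fluorescence over six one-minute reads.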
Pin1 inh = qHTS Assay to Find Inhibitors of Pin1; Peptidyl-prolyl cis-trans isomerase NIMA-interacting 1 (Homo sapiens), Q13526; Pin1 FP peptide displacement, HiFluor488, 10 min; Potency, µM (doses to about 115 µM), for the others: at the highest dose activity, negative = inhibition, hits mostly inhibitors; actives 0.009% (n = 390,000); active = well fitted inhibition curve with a large enough effect in the polarisation, with a control signal flat, not every such curve was filed as active; inconclusive = small, poorly fitted or top-dose-only effect, or effect the other way, or a change in a side signal; inactive = no such curve, though single readings can be large or run the other way; the % refers to the polarisation; note: potency is the fitted concentration of half-maximal effect; % is set by controls: 0 for no effect and ±100 for the full control effect
Target sequence (Q13526 whole entry, looked up): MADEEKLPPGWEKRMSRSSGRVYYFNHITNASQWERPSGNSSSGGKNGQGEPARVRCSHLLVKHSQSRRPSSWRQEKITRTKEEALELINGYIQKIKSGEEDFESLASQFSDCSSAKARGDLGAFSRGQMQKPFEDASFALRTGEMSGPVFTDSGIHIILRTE
mIDH1 inhibitor = qHTS for Inhibitors of mutant isocitrate dehydrogenase 1 (IDH1): qHTS | Isocitrate dehydrogenase [NADP] cytoplasmic (Homo sapiens), O75874 | IDH1-R132H enzyme, NADPH consumption, diaphorase/resazurin fluorescence | Potency, µM (top dose mostly 76.6 µM), for the others: top-dose activity change, negative = inhibition, usual class: inhibitors | actives 0.093% (n = 390,000) | AID 602179, 2012; note: potency is the fitted concentration of half-maximal effect; % is set by controls: 0 for no effect and ±100 for the full control effect; nearly all actives have a fitted effect of over 65% in size
Target sequence (O75874 whole entry R132H, stated change not applied): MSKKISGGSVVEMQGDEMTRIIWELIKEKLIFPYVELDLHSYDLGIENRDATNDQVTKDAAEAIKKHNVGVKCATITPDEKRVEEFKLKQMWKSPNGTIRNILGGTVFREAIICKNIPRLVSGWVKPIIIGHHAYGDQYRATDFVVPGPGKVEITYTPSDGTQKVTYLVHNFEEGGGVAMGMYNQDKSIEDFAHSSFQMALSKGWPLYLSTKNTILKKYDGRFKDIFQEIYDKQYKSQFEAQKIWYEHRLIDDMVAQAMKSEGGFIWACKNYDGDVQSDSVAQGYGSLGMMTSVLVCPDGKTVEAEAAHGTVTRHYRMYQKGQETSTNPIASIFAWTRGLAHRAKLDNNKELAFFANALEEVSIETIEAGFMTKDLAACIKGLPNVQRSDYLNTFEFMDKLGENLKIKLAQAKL
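IDH1-R132H (0.5 ug/mL) preincubated 30 min with compound, then NADPH (0.016 mM) and alpha-KG (2 mM) added; 80 min at RT, pH 7.5. Remaining NADPH coupled via diaphorase/resazurin to fluorescence (540/590 nm); concentration-response curves normalized to no-enzyme control.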
TRHR ag = qHTS for Small Molecule Agonists and Allosteric Enhancers of Human TRH Receptor: Primary Screen for Agonists | Thyrotropin-releasing hormone receptor (Homo sapiens), P34981 | TRHR cells, calcium flux fluo-8, FDSS agonist mode | activation, % at 2 µM | actives 0.18% (n = 360,000); in the data active = activation above about 30%; note: 0% is about no effect
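Read-out: compound-evoked intracellular calcium rise in TRHR cells, fluo-8 dye, kinetic FDSS fluorescence at 1 s/cycle following a 10-cycle baseline. Cells cultured overnight before dye loading (30 min–1.5 h, RT).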
TRHR PAM = qHTS for Small Molecule Agonists and Allosteric Enhancers of Human TRH Receptor: Primary Screen for Enhancers. actives 0.66% (n = 360,000). TRHR cells, fluo-8 calcium fluorescence, EC20 TRH enhancement. Thyrotropin-releasing hormone receptor (Homo sapiens), P34981. enhancement, % at 2 µM; in the data active = enhancement above about 30%; note: 0% is about no effect
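Enhancer read-out: after compound pinning and an initial kinetic agonist-mode read, an EC20 of TRH (10 nM final) was injected and fluo-8 calcium signal (Ex 480/Em 530) followed at 1 s/cycle for 100 cycles in TRHR-expressing cells.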
TrxR1 substrate = qHTS Assay for Substrates of Mammalian Selenoprotein Thioredoxin Reductase 1 (TrxR1): qHTS. Potency, µM (top dose mostly 114 µM), without a hit: at the highest dose activity change, negative = substrate turnover. Thioredoxin reductase 1, cytoplasmic (Rattus norvegicus), O89049. purified TrxR1 substrate turnover, NADPH consumption readout. AID 588456, 2011. actives 0.01% (n = 390,000); note: potency is the fitted concentration of half-maximal effect; % is set by controls: 0 for no effect and ±100 for the full control effect; nearly all actives have a fitted effect of over 50% in size
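Rat TrxR1, dispensed at 90 nM, was prereduced with 400 uM NADPH (final) for 5 min at ~22 deg C, then incubated with compound 15 min before 400 uM selenite. A first-read NADPH fluorescence drop versus no-compound background flagged substrates.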
* marks the source's active call; other numbers are inactive results; ? = inconclusive; nt = not tested or not shown; & = joins results of further samples; [ ] = remark or other dose. Unless noted, calls come from the whole dose curve; as a rule, active = well fitted inhibition curve with a large enough effect; inconclusive = small, poorly fitted or top-dose-only effect; inactive = no such curve, though single readings can be large or run the other way.

entry | mol | mIDH1 inhibitor | TRHR PAM | TrxR1 substrate | D2 ag | TRHR ag | D2 antag | USP1 inh | Pin1 inh | rTrxR1 inhibitor
1 | O=C(Nc1ccc(F)cc1F)c1cc2n(n1)C(C(F)(F)F)C1CCCCC1N2 (stereo not given) | -4% | -1 | 5%[57.1 µM] | -0.7 | 1.1 | 7 | -4% | 7% | 3%[57.1 µM]
2 | O=C(CN(C(=O)Cn1nnc(-c2cccs2)n1)c1ccc2c(c1)OCCO2)NCC1CCCO1 (stereo not given) | 5% | 3 | 14%[57.1 µM] | 0.9 | 0.0 | 0 | -14% | 4% | 5%[57.1 µM]
3 | CCOc1cc(/C=C2/C(=O)ON=C2C)ccc1OCc1ccc(F)cc1 | -12% | -5 | 2%[57.1 µM] | -0.5 | 0.0 | -20 | -8% | 1% | ?
4 | Cc1cccc(N2CCN(c3ccc4cc(S(=O)(=O)N5CCCCC5)ccc4n3)CC2)c1C | -10% | 7 | 11% | 0.2 | 0.0 | -7 | -29% | -6% | 33%[activator]
5 | CCCN(N=Nc1cccc([N+](=O)[O-])c1)c1cccc([N+](=O)[O-])c1 | 8% | -4 | 4% | 0.3 | 1.2 | -3 | 3% | -11% | 9%
6 | O=S(=O)(Cc1ccccc1)N1CCc2ccccc21 | nt | 4 | nt | 0.6 | 0.4 | 9 | nt | nt | nt
7 | C/C=C/C=C\C(=O)Nc1cccc(C2=NOC3(C2)C[C@@H](C(N)=O)N(C(=O)/C(C)=C/C)C3)c1 (stereo not given in full) | 1% | -10 | 2%[57.1 µM] | -0.8 | 0.1 | 7 | -26% | 32%[activator] | 11µM*
8 | O=C(CNCCN1CCOCC1)Nc1ccccc1Sc1ccccc1 | 11% | 2 | 3% | -0.5 | 0.4 | -13 | -16% | -6% | 25%
9 | CCCn1nc(C(=O)OCC(=O)c2ccccc2)c2ccccc2c1=O | 3% | -6 | -17%[57.1 µM] | 0.0 | 0.9 | 8 | -17% | 4% | 18%[57.1 µM]
10 | O=C(CCSc1ccc(Cl)cc1)N1CCCCCC1 | 3% | -5 | -3% | 0.4 | 0.3 | 4 | -22% | -4% | 1%
11 | COc1ccccc1-c1cc(C(=O)NCCc2ccccc2)no1 | -14%&4% | -5&-8 | 1% | 0.7&0.9 | 0.4&1.4 | 15 | -25%&-6% | 0%&0% | 20%&-9%
12 | CCOC(=O)c1ccc(S(=O)(=O)N2CCN(C/C=C/c3ccccc3)CC2)cc1 | 4% | nt | -2% | nt | nt | nt | -25% | -9% | 18%
13 | O=C(c1ccccc1-c1ccccc1)N1CCN(c2ccccn2)CC1 | 12% | 1 | 7% | 0.4 | -0.3 | -12 | -1% | -6% | 13%
14 | CCNC(=O)CC1C(=O)N(c2ccc(C)cc2)C(=O)N1Cc1ccc(C)cc1 (stereo not given) | -4% | 9 | -7% | -1.1 | -1.4 | nt | -26% | 2% | -9%
15 | CCOC(=O)N1CCN(C(=O)c2ccccc2NC(=O)c2ccc(Br)cc2)CC1 | 5% | -4 | 0% | -2.0 | 0.1 | 5 | -7% | 5% | 18%
16 | COc1cc(OC)c2ccc(=O)oc2c1C(CCN1CCCC1)c1ccc(N(C)C)cc1 (stereo not given) | 1% | 4 | 0%&-7% | 6.4 | 0.1 | 8 | -20% | 2%&1% | -8%&-7%
17 | O=c1oc2ccc3ccccc3c2cc1-c1nnc(Nc2ccccc2F)s1 | -6% | 5 | 6% | 1.3 | 2.6 | nt | -19% | ? | 17%
18 | COc1ccc(CCN=CC2=C(O)CCCC2=O)cc1OC | 4% | -5 | -12% | 0.2 | 0.3 | 22 | -2% | 2% | -17%
19 | Cc1nc2sccn2c(=O)c1S(=O)(=O)N1CCN(c2cccc(Cl)c2)CC1 | 1% | -2 | -2%[57.1 µM] | -0.2 | 0.3 | 1 | -5% | 1% | 20%[57.1 µM]
20 | O=C(CSc1nc2ccccc2s1)Nc1nccs1 | 0% | -10 | -12% | 0.3 | -0.6 | 9 | -10% | 1% | -15%
21 | COc1ccc(CCNC(=O)c2ccc3ccccc3n2)cc1OC | 0% | -1 | -1% | -0.1 | -0.2 | 7 | -9% | -4% | 6%
22 | COc1cc(CC(=O)Nc2nc(C)cs2)cc(OC)c1OC | -6% | 0 | 3% | -1.2 | -0.2 | 21 | -11% | 1% | 3%
23 | CC(=O)N1c2ccc(S(=O)(=O)N3CCCCC3)cc2CC1C(=O)Nc1ccccc1C(F)(F)F (stereo not given) | -2% | 2 | 0% | -0.7 | -0.1 | 1 | -14% | 5% | 11%
24 | C=CCN1C(=O)/C(=C2/Sc3ccccc3N2CCCS(=O)(=O)O)SC1=S | -14% | 3 | -12%[57.1 µM] | 0.7 | 0.6 | 0 | -11% | ? | -21%[57.1 µM]

rTrxR1 inhibitor, what is marked active above
cpd	Structure	TRHR PAM	TrxR1 substrate	TRHR ag	D2 antag	USP1 inh	Pin1 inh	rTrxR1 inhibitor
7	C/C=C/C=C\C(=O)Nc1cccc(C2=NOC3(C2)C[C@@H](C(N)=O)N(C(=O)/C(C)=C/C)C3)c1 (stereo not given in full)	-10	2%[57.1 µM]	0.1	7	-26%	32%[activator]	11µM*

(continued)
entry | mol | mIDH1 inhibitor | TRHR PAM | TrxR1 substrate | D2 ag | TRHR ag | D2 antag | USP1 inh | Pin1 inh | rTrxR1 inhibitor
25 | CCc1ccccc1NC(=O)Cn1c(=O)ccc2cc(S(=O)(=O)N3CCCC3)ccc21 | 5% | -3 | -5%[57.1 µM] | nt | 0.4 | nt | ? | 2% | 13%[57.1 µM]
26 | COC(=O)c1cn(-c2ccccc2)nc1-c1ccncc1 | 11% | -2 | 0% | 0.7 | -0.1 | -7 | 5% | 6% | 7%
27 | Cc1ccc(S(=O)(=O)Nc2nc3ccccc3nc2NCc2ccco2)cc1 | 2% | -1 | 18% | 0.5 | 0.0 | 8 | ? | ? | 8.9µM*
28 | CCOc1ccc(C2C(C#N)=C(N)Oc3n[nH]c(C)c32)cc1OC(=O)C1CC1 (stereo not given) | 5% | 4 | -6% | 0.0 | 0.1 | -15 | -8% | 1% | -15%
29 | NS(=O)(=O)c1ccc(N=Nc2c(O)c(C(=O)O)cc3ccccc23)cc1 | 7% | -5 | -4%[57.1 µM] | nt | -2.5 | nt | -10% | -1% | -1%[57.1 µM]
30 | Cc1cccc(-n2ncc3c(NNC(=O)c4ccco4)ncnc32)c1 | 1% | -2 | 5% | 0.6 | 0.4 | 5 | -15% | -2% | 16%
31 | CCC(C)N(CC(=O)NCc1ccc(OC)cc1)C(=O)c1csnn1 (stereo not given) | 2% | 7 | 2% | 0.0 | -0.3 | 14 | -21% | -1% | -1%
32 | Cc1cc(NC(=O)CSc2cn(CCNC(=O)c3ccccc3)c3ccccc23)no1 | -1% | 0 | 8%[57.1 µM] | -1.3 | -0.6 | 3 | -19% | ? | 14%[57.1 µM]
33 | CCC(NC(=S)Nc1ccccc1)C(=O)O (stereo not given) | -3% | -2 | -1% | 1.4 | 0.0 | -12 | -16% | 0% | 1%
34 | O=C(c1cc2cc(Br)ccc2[nH]1)N1CCc2ccccc21 | -5% | 0 | 6% | 1.1 | 0.4 | 1 | -19% | 8% | 14%
35 | Cc1cc(C)c2cc(C#N)c(NCCOC(=O)c3ccccc3C)nc2c1 | 2% | -15 | 118%[activator] | 0.3 | 0.6 | 7 | -14% | 11% | 64%[activator]
36 | CCOC(=O)N1CCC(NS(=O)(=O)c2ccc3c(c2)CCN3C(C)=O)CC1 | 4% | 5 | -7% | -1.2 | -0.4 | 0 | -2% | -11% | -5%
37 | CCN(CC(=O)N1CCCCC1)S(=O)(=O)c1ccccc1 | 0% | -1 | -1% | 0.9 | 0.1 | 10 | -20% | 3% | 6%
38 | C[C@H](NC(=O)c1nc[nH]c1C(=O)N1CCNCC1)C(=O)OC(C)(C)C | -4% | 4 | 6% | 1.3 | 0.8 | 10 | -18% | -7% | 9%
39 | Cc1ccc(NC(=O)C2CCCN2C(=O)Oc2ccccc2)cc1C (stereo not given) | -2% | -10 | -2% | 0.1 | 0.2 | 5 | -2% | -3% | 5%
40 | CCCCn1c(SCC(=O)N2CCc3ccccc32)nnc1-c1ccncc1 | -7% | 0 | 1% | 0.1 | 0.5 | -8 | -8% | 3% | 17%
41 | COC(=O)CN1C(=S)N(c2ccc(OC)cc2)C(=O)C1CC(=O)Nc1ccc(F)cc1 (stereo not given) | 5% | -5 | -6%[57.1 µM] | 5.9 | 0.4 | -6 | -11% | 1% | 18%[57.1 µM]
42 | O=c1oc2ccccc2c2nccnc12 | 1% | -1 | 2% | 0.6 | -0.1 | 12 | 7% | -2% | 13%
43 | Cc1cccc(OCCCC(=O)Nc2ccc3c(c2)OCO3)c1 | -1% | 0 | 5%[57.1 µM] | -0.1 | -0.8 | 16 | -9% | 1% | 20%[57.1 µM]
44 | O=C(OCc1cccc([N+](=O)[O-])c1)c1cnccn1 | -8% | 1 | -1% | 0.4 | 1.0 | 19 | -7% | -9% | 7%
45 | COc1ccc(-c2cc(C(=O)N/N=C(\C)c3cccnc3)c3ccccc3n2)c(OC)c1 | -8% | 3 | 18% | 1.4 | 2.1 | -2 | -15% | 4% | 20%

An excerpt (hit frequency here may not be typical).
